CR mimetic SO – reduction of superoxide in aged yeast, primary screen, HTS | S. cerevisiae aged cells, superoxide DHE fluorescence; active compounds read low | superoxide response (% of plate mean), % at 10 µM | 0.18% of 330,000 active | AID 2690, 2010;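 active = superoxide response under a set limit, about three screen SD below normal, cut at about 65% in these data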;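 also: yeast aged for seven days with compound at 30 °C before DHE staining; 100% = average MFI of all compound-treated wells on the plate with controls excluded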
AGP1-GFP MLPCN – modulators of AGP1-GFP expression in yeast TOR pathway, primary screen, cell-based, multiplex flow cytometry, S. cerevisiae, MLPCN library. 3 h; GFP as percent of DMSO wells. GFP response vs DMSO, % at 10 µM. 0.02% of 320,000 active. AID 2066, 2009;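 active = GFP response relative to DMSO above a set limit, near screen average plus 3 SD, cut at about 150% in these data; inconclusive = fewer than 70 cells counted for the yeast strain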;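 also: median GFP channel fluorescence of the gated AGP1 strain per well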
GRK2 inh – compounds blocking aptamer binding on GRK2 – biochemical, human GRK2, bead flow cytometry, HTS, primary screen | Beta-adrenergic receptor kinase 1 (Homo sapiens), P25098 | FAM-aptamer displacement from GRK2 | inhibition of aptamer binding, % at 10 µM | 0.59% of 330,000 active;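 active = inhibition of aptamer binding above 40%, roughly 3 SD of noise, on plates passing a quality check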;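 also: median bead fluorescence of bound FAM aptamer so fluorescent compounds give negative values; no value below 0 was filed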
Target sequence (P25098 whole entry, looked up): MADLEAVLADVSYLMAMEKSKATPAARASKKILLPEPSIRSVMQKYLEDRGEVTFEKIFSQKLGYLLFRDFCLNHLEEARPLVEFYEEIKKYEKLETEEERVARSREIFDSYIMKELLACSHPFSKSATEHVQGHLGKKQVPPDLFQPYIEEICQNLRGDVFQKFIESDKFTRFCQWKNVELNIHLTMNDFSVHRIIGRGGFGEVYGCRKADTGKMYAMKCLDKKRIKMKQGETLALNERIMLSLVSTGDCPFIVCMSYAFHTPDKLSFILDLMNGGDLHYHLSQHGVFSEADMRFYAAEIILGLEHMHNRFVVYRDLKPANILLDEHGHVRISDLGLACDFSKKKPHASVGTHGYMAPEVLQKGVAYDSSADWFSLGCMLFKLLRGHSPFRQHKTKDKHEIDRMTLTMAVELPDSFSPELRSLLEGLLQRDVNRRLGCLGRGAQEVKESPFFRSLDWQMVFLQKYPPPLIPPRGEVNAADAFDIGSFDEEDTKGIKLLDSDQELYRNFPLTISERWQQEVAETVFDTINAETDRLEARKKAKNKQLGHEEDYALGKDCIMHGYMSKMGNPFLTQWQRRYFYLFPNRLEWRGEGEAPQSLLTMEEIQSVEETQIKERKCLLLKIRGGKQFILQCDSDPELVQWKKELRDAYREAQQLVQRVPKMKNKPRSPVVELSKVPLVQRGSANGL
CIT2-GFP yeast – modulators of CIT2-GFP expression in yeast, primary screen, S. cerevisiae, GFP fusion, multiplex flow cytometry, MLPCN library | S. cerevisiae CIT2-GFP strain, 3 h; 100 means same as DMSO wells | GFP response vs DMSO, % at 10 µM | 0.065% of 320,000 active | AID 2029, 2009;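 active = GFP response relative to DMSO above a set limit, near the screen mean plus 3 SD, cut at about 150% in these data; inconclusive = Fewer than 70 cells measured for a yeast strain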;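 also: ratio of well median GFP fluorescence to mean of DMSO wells on the plate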
LAP4-GFP MLPCN – modulators of LAP4-GFP expression in yeast, primary screen, S. cerevisiae, multiplex flow cytometry, MLPCN library. 0.34% of 320,000 active. 3 h; median GFP as percent of DMSO wells. AID 2023, 2009. GFP response vs DMSO, % at 10 µM;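 active = GFP response vs DMSO above a set limit, about the screen mean plus 3 SD, cut at about 150% in these data; inconclusive = under 70 cell events counted for the yeast strain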
MEP2-GFP yeast – modulators of MEP2-GFP levels in yeast, primary screen, S. cerevisiae, multiplex flow cytometry, MLPCN library | 0.51% of 330,000 active | GFP response vs DMSO, % at 10 µM | S. cerevisiae MEP2-GFP strain, 3 h; 100% = DMSO control level;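 active = GFP response versus DMSO above a set limit, roughly screen mean plus 3 SD, cut at about 180% in these data; inconclusive = fewer than 70 cells counted for a yeast strain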;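 also: median GFP fluorescence of the barcode-gated MEP2-GFP cells per well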
VLA-4 inh – inhibition in human VLA-4 binding assay, primary screen, VLA-4 allosteric modulator project, MLPCN library, flow cytometry, VLA-4 expressing cells. ligand binding flow cytometry. 0.2% of 330,000 active. Integrin alpha-4 (Homo sapiens), P13612. AID 2557, 2010. inhibition, % (about 7 µM as worked out from the volumes in the protocol); in the data active = inhibition above about 50%
RPL19A-GFP yeast – RPL19A-GFP expression modulators in yeast, primary screen, cell-based, S. cerevisiae, multiplex flow cytometry, MLPCN; S. cerevisiae RPL19A-GFP strain, 3 h; active compounds read low; 0.3% of 330,000 active; AID 2025, 2009; percent response vs DMSO, % at 10 µM;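 active = percent response vs DMSO below 50%; inconclusive = fewer than 70 events counted for the yeast strain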;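 also: median channel GFP fluorescence of the barcoded RPL19A-GFP strain; ratio of sample median GFP to plate DMSO average so 100% = DMSO; lower means less RPL19A-GFP as with rapamycin TOR inhibition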
* marks the source's active call; other numbers are inactive results; u = inconclusive; x = no result given; [ ] = dose if it differs, or a comment.

Values run as follows: CR mimetic SO, AGP1-GFP MLPCN, GRK2 inh, CIT2-GFP yeast, LAP4-GFP MLPCN, MEP2-GFP yeast, VLA-4 inh, RPL19A-GFP yeast
1	COc1cccc(Nc2cc(C)nc3nc(C)nn23)c1
 : 96, 101, 12, 101, 104, 98, 9, 101
2	CC1=C(C(=O)N(C)C)C(c2ccccc2OC(F)F)NC(=O)N1 (stereo unspecified)
 : 91, 107, 3, 101, 107, 106, 2, 104
3	Cn1sc(=O)c2cc(S(=O)(=O)NC3CC3)ccc21
 : 98, u, 3, u, 67[may fluoresce violet], 626*[may fluoresce violet], -3, 51[may fluoresce violet]
4	CCCCn1c(N)c(N(Cc2ccccc2OC)C(=O)COc2ccccc2C#N)c(=O)[nH]c1=O
 : 108, 85, 1, 90, 81, 103, 4, 90
5	O=C1Nc2cc(Cl)c(Cl)cc2N(O)N1c1ccc(Cl)cc1
 : 105, 98, 0, 98, 94, 97, -6, 92
6	CC(=O)c1c(O)cc(O)c(C(C)=O)c1O
 : 123, 91, 0, 88, 98, 100, 14, 95
7	O=C(NCc1cc(C(F)(F)F)ccc1Cl)c1cccc2c1C(=O)c1ccc(Cl)cc1S2(=O)=O
 : 100, 117, 0, 107, 106, 105, -10, 109
8	Cc1cccc(Cn2c(N3CCN(C)CC3)nc3c2c(=O)n(C)c(=O)n3C)c1
 : 98, 101, 0, 107, 91, 99, 29, 103
9	NS(=O)(=O)c1ccc(CCNC(=O)CSc2nc3ccsc3c(=O)n2CCCCCC(=O)O)cc1
 : 91, 109, 0, 97, 118, 99, -4, 95
10	CCOC(=O)C1(Cc2cccc(F)c2)CCN(C(=O)c2cnc(C)cn2)CC1
 : 89, 98, 1, 88, 98, 95, 3, 92
11	CC(O)c1nc2ccccc2n1C1CCCCC1 (stereo unspecified)
 : 91, 102, 4, 93, 105, 99, 9, 96
12	O=C(NCc1ccco1)c1ccc(Cl)c(S(=O)(=O)N2CCOCC2)c1
 : 99, 111, 1, 104, 99, 107, 13, 100
13	COc1cc(/C=N/Nc2cccc3cccnc23)cc(OC)c1O
 : 104, 93, 0, 104, 87, 111, 3, 106
14	CC(C)OC(=O)c1ccc(NC(=O)CSc2nc3ncccc3[nH]2)cc1
 : 102, 113, 0, 126, 102, 117, 12, 130
15	CCOC(=O)N1CCN(Cc2ccc(O)c3ncccc23)CC1
 : 102, 108, 1, 108, 96, 99, 11, 104
16	CCOC(=O)c1ccc(NC(=O)c2nc[nH]c2C(=O)N2CCC(C)CC2)cc1
 : 113, 80, 0, 87, 129, 93, 4, 96
17	CCn1c(SCC(=O)NNC(=O)Cc2ccccc2)nnc1-c1ccncc1
 : 111, 94, 2, 91, 99, 99, 9, 92
18	CCOC(=O)N1CCC(NC(=O)c2cc3c(=O)n(C)c4ccccc4c3n2C)CC1
 : 92, 98, 0, 93, 97, 97, -24, 94
19	COCCOC(=O)c1c(C)oc2ccc(OC(=O)c3ccco3)cc12
 : 105, 91, 3, 93, 96, 92, 5, 100
20	C[C@H](CO)N1C[C@H](C)[C@@H](CN(C)C(=O)NC2CCCCC2)Oc2c(NC(=O)CCC(F)(F)F)cccc2C1=O
 : 97, 103, 1, 94, 104, 103, 18, 106
21	Cc1ccc(N2CC(C(=O)Nc3c4c(nn3C(C)(C)C)CS(=O)(=O)C4)CC2=O)cc1C (stereo unspecified)
 : 88, 98, 1, 96, 100, 87, -17, 95
22	COC(=O)CC1C(=O)NCCN1C(=S)Nc1ccccc1Cl (stereo unspecified)
 : 110, 99, 1, 102, 98, 97, 53*, 97
23	COc1c2ccc(C(=O)NCCCCc3ccccc3)cc2nn1C
 : 105, 91, 37, 98, 113, 95, 19, 103
24	Cc1noc(C)c1S(=O)(=O)N(C)C[C@H]1Oc2c(cccc2N(C)C)C(=O)N([C@H](C)CO)C[C@@H]1C
 : 96, 101, 1, 106, 96, 88, 23, 95
25	Cc1ccc(C(=O)OCC(=O)NCc2ccccc2)cc1S(=O)(=O)N1CCCCC1
 : 100, 102, 2, 101, 108, 110, 7, 101
26	O=C(Nc1ccc(Cl)c(S(=O)(=O)N2CCOCC2)c1)[C@@H]1CCCN1C(=O)c1cccs1
 : 90, 103, 0, 102, 110, 102, -6, 98
27	Cc1ccc2c(c1)c1cccc3c1n2CCN3CCC(N)=O
 : 99, 101, 0, 97, 106, 102, 1, 97
28	CCn1c(SCC(=O)N2CCc3ccccc3C2)nc2c1c(=O)n(C)c(=O)n2C
 : 91, 104, 3, 103, 111, 106, 0, 102
29	O=C(CSC1CC(=O)N(CCc2ccccc2)C1=O)Nc1cccc(Cl)c1 (stereo unspecified)
 : 122, 95, 2, 95, 101, 100, 19, 94
30	CCN1C(=O)CC(N2CCN(C(c3ccccc3)c3ccccc3)CC2)C1=O (stereo unspecified)
 : 91, 107, 0, 113, 99, 103, -1, 98

Additional structures follow.
Values run as follows: CR mimetic SO, AGP1-GFP MLPCN, GRK2 inh, CIT2-GFP yeast, LAP4-GFP MLPCN, MEP2-GFP yeast, VLA-4 inh, RPL19A-GFP yeast
31	COc1ccc(CC(=O)OCC(=O)c2c[nH]c3ccccc23)cc1
 : 90, 106, 9, 105, 110, 116, -93, 110
32	CCOc1nc2ccccc2cc1C=O
 : 101, 80, 1, 97, 88, 78, 33, 100
33	COc1ccc(C(C(=O)NC2CCCCC2)N(C(=O)c2snc(C(N)=O)c2N)c2ccccc2OC)cc1 (stereo unspecified)
 : 85, 104, 5, 102, 95, 108, 2, 101
34	Cc1cc(=O)[nH]c(SCC(=O)NN(c2ccccc2)c2ccccc2)n1
 : 99, 102, 0, 107, 104, 105, 3, 108
35	CNC(=S)N(C1=NCC(c2ccc([N+](=O)[O-])cc2)S1)c1ccccc1 (stereo unspecified)
 : 88, 95, 0, 103, 98, 104, -4, 99
36	C=CCN(CC=C)CCOc1cccc(Oc2ccccc2)c1
 : 115, 104, 0, 103, 95, 105, 12, 103
37	CC(=O)NNC(=O)c1[nH]c2ccc(Br)cc2c1-c1ccccc1
 : 100, 96, 0, 93, 98, 109, 7, 102
38	O=C(Nc1nc2ccccc2[nH]1)C1CCN(C(=O)c2ccc(F)cc2)CC1
 : 92, 105, 0, 104, 103, 110, -2, 102
39	Cc1cc(C)c2[nH]c(C)c(CN3CCCCCC3)c(=O)c2c1
 : 97, 102, 0, 100, 97, 101, 15, 102
40	COc1ccc(S(=O)(=O)N2CCOCC2)cc1NC(=O)COC(=O)C1CC1C (stereo unspecified)
 : 101, 100, 2, 94, 99, 102, 2, 98
41	COc1ccc(NC(=O)C(C)N2c3cccc4cccc(c34)S2(=O)=O)cc1OC (stereo unspecified)
 : 131, 95, 2, 97, 98, 90, -25, 92
42	COC(=O)c1ccc(C(=O)OC)c(NC(=S)N2CCOCC2)c1
 : 102, 93, 0, 107, 91, 100, -8, 104
43	Cc1occc1C(=O)Nc1ccc2c(c1)OCO2
 : 104, 94, 2, 99, 105, 98, -9, 101
44	Cc1cc(Cl)cc(Br)c1OCCCCn1cncn1
 : 96, 97, 0, 89, 114, 89, 1, 102
45	Cc1cc(C)n(CC(=O)N/N=C/c2ccccn2)n1
 : 102, 97, 2, 98, 87, 100, 22, 102
46	COc1ccc(S(=O)NC2CCCCC2)c(OC)c1C (stereo unspecified)
 : 103, 90, 2, 87, 95, 99, 14, x
47	c1ccc(CCn2nnnc2CN2CCCc3ccccc32)cc1
 : 97, 109, 0, 94, 106, 109, -2, 107
48	Nc1ccc2c(c1)-c1ccccc1S(=O)(=O)N2
 : 101, 114, 4, 90, 102, 136, -15, 100
49	CC(C)CC(=O)NCc1ccc2[nH]c3c(c2c1)CCCC3
 : 107, 97, 4, 87, 101, 94, 6, 98
50	CN1C(=O)CSC1=S
 : 100, 105, 0, 115, 113, 99, 7, 111
51	C[C@H]1C(=O)N(C)CCN1C(=O)c1ccccc1OC1CCN(S(C)(=O)=O)CC1
 : 131, 94, 0, 102, 89, 105, 0, 111
52	COCCNC(=O)c1ccc2c(c1)NC(=O)CS2
 : 81, 110, 1, 112, 112, 105, -6, 102
53	N#C/C(=C\c1ccc(-c2cccc([N+](=O)[O-])c2)o1)c1nnc(N2CCOCC2)n1-c1ccccc1
 : 101, 106, 0, 100, 97, 109, 10, 104
54	COCCN1C(=O)C(O)=C(C(C)=O)C1c1ccc(OC)c(OC)c1 (stereo unspecified)
 : 108, 98, 30, 99, 99, 96, 5, 97
55	Nc1nc(-c2ccccc2)c(-c2ccccc2)s1
 : 113, 87, 0, 98, x, 86, 10, 95
56	Cc1[nH]c2ccccc2c1C(=O)CSc1nc2ccccc2[nH]1
 : 96, 96, 0, 102, 99, 97, -7, 95
57	CCOC(=O)N1CCN(C(=O)CSC2=NS(=O)(=O)c3cc(Cl)ccc3N2)CC1
 : 99, 101, 0, 87, 113, 97, 4, 95
58	COc1ccc(C2CC(=O)C=C(NCc3ccccc3)C2)cc1 (stereo unspecified)
 : 91, 106, 1, 99, 117, 107, -8, 98
59	CCCC(=O)C1=C(O)C(C(=O)OC)C(C)(C)CC1=Nc1ccc(N)cc1 (stereo unspecified)
 : 93, 104, 5, 117, 86, 100, 8, 105
60	O=S(=O)(O)c1nc2ccccc2n1Cc1ccc(Cl)cc1
 : 98, 94, 1, 90, 88, 92, 6, 92

(listing goes on)
Values run as follows: CR mimetic SO, AGP1-GFP MLPCN, GRK2 inh, CIT2-GFP yeast, LAP4-GFP MLPCN, MEP2-GFP yeast, VLA-4 inh, RPL19A-GFP yeast
61	O=C(NC(Cc1c[nH]c2ccccc12)C(=O)N/N=C/c1ccc(Br)cc1)c1cccs1 (stereo unspecified)
 : 101, 109, 1, 100, 106, 95, 4, 95
62	O=C(OCc1cccc(F)c1)c1cc2ccccc2cc1O
 : 95, 95, 1, 99, 92, 89, 0, 104
63	CCCCCCc1cc2cc(C(=O)Nc3ccccc3)c(=O)oc2cc1O
 : 115, 103, 2, 102, 95, 101, 10, 102
64	Cc1cccc(OCCNc2nc3c(c(=O)n(C)c(=O)n3C)n2C)c1
 : 91, 95, 3, 99, 83, 96, 0, 91
65	CC(=O)Nc1ccc(S(=O)(=O)N(C)CC(=O)N(C)Cc2sccc2C)cc1
 : 86, 113, 0, 106, 107, 103, 7, 102

As entered above.
`Cc1cccc(OCCNc2nc3c(c(=O)n(C)c(=O)n3C)n2C)c1` | RPL19A-GFP yeast: 91
`O=C(OCc1cccc(F)c1)c1cc2ccccc2cc1O` | GRK2 inh: 1

Ordered by molecular weight (largest number first): three of the compounds above.
Values run as follows: CR mimetic SO, AGP1-GFP MLPCN, GRK2 inh, CIT2-GFP yeast, LAP4-GFP MLPCN, MEP2-GFP yeast, VLA-4 inh, RPL19A-GFP yeast
61	O=C(NC(Cc1c[nH]c2ccccc12)C(=O)N/N=C/c1ccc(Br)cc1)c1cccs1 (stereo unspecified)
 : 101, 109, 1, 100, 106, 95, 4, 95
63	CCCCCCc1cc2cc(C(=O)Nc3ccccc3)c(=O)oc2cc1O
 : 115, 103, 2, 102, 95, 101, 10, 102
60	O=S(=O)(O)c1nc2ccccc2n1Cc1ccc(Cl)cc1
 : 98, 94, 1, 90, 88, 92, 6, 92

Bioassay records (PubChem)
